hgDAF12 agonist – agonists of H. glycines DAF-12 nuclear receptor; HEK293 GAL4-hgDAF12 UAS-luciferase reporter, agonist luminescence; normalized to butyrate control; activation, % at 6.8 µM; hit rate 1.8% among 370,000; AID 687014;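 active = activation above a cutoff set at the mean of all screened compounds plus 3 SD, cut at about 10% in these data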;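 note: 0% = DMSO wells and 100% = sodium butyrate wells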
GAA850 FXN act – frataxin GAA850 promoter activation | HEK293 lucGAA850 FXN promoter luciferase reporter, 24 h; percent of 10 µM SAHA response | activation, % at 6 µM | hit rate 0.56% among 360,000;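 active = activation above the average of all compounds screened plus 3 SD, cutoff fixed separately per campaign, cut at about 7.5% in these data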;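 note: 0% = DMSO wells and 100% = 10 µM SAHA wells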
PG9 Ab binder – binds the HIV-1 gp120 antibody PG9. TR-FRET gp120-PG9 antibody binding. inhibition, % at 6.7 µM. hit rate 0.43% among 360,000. AID 624416; in the data active = inhibition above about 8.5%
ADAM10 inh – ADAM10 inhibition, QFRET primary screen | O14672 | recombinant ADAM10, EDANS/DABCYL FRET peptide cleavage, 3 h | inhibition, % at 7 µM | hit rate 0.62% among 370,000 | AID 720582;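 active = inhibition above a per-campaign cutoff equal to the mean of compounds falling between control-based bounds plus 3 SD, cut at about 20% in these data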;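 note: 0% = DMSO wells while the 100% control is not disclosed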
NPR1 activator – GC-A (human) enzyme activation; activation, % at 10 µM; P16066; AID 1671463; HEK293 GC-A cells, cGMP TR-FRET, EC30 ANP; 0% at EC30 ANP, 100% saturating ANP; hit rate 0.14% among 370,000; in the data active = activation above about 40%
Target sequence (P16066 whole entry, looked up): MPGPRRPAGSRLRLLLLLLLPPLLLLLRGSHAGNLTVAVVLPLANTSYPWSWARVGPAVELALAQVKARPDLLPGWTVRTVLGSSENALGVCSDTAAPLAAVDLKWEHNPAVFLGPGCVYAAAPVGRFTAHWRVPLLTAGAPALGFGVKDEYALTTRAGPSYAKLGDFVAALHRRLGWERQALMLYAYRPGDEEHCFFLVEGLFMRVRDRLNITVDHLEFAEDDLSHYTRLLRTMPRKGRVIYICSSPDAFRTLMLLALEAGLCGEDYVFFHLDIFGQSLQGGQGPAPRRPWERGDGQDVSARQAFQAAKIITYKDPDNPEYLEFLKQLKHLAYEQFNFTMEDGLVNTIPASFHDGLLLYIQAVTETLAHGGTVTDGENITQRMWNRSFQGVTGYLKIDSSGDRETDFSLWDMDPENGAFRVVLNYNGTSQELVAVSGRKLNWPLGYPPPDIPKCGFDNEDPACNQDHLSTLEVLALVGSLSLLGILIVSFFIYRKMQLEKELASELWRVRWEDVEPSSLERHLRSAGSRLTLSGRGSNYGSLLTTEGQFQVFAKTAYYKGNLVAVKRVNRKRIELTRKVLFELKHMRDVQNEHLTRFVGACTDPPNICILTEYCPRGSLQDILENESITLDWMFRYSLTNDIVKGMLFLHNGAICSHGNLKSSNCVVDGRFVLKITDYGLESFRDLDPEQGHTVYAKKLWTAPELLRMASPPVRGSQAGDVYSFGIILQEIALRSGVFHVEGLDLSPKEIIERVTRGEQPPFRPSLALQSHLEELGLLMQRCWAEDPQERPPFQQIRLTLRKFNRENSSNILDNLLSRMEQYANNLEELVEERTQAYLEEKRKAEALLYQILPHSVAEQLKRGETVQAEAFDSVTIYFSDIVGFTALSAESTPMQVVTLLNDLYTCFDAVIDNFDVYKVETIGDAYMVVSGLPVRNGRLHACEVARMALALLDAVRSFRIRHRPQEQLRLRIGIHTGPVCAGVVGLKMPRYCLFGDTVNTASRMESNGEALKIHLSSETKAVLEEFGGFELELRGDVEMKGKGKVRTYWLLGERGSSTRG
hcDAF12 agonist – activators of H. contortus DAF-12 nuclear receptor; HEK293 hcDAF-12 lit1-tk-luc reporter, luminescence; 0% DMSO, 100% Δ7-dafachronic acid; activation, % at 6.8 µM; hit rate 1.4% among 370,000; AID 652067;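 active = activation above the mean of all tested compounds plus 3 SD, cut at about 5.5% in these data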;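 note: 100% = response to 3 µM Δ7-dafachronic acid high control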
ADAM17 inh – ADAM17 inhibition, QFRET primary screen; P78536; recombinant ADAM17, EDANS/DABCYL FRET peptide cleavage; inhibition, % at 6.95 µM; hit rate 0.83% among 370,000;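 active = inhibition above the mean of compounds lying between control limits plus 3 SD, set per campaign, cut at about 8.5% in these data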;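 note: 0% = DMSO-only wells as the low control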
SMARCA2 activ – SMARCA2 function activation, primary screen; MG213 cells, MMTV-luciferase reporter, dexamethasone, overnight; activation, % at 9.1 µM; hit rate 1% among 370,000; AID 652017; in the data active = activation above about 7.8%;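 note: 0% = vehicle wells and 100% = reference activator wells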
DAX1 inh-1 – DAX1 (NR0B1) inhibition, primary screen; HEK293T StAR-luciferase reporter, SF-1/DAX-1 repression relief; inhibition, % at 6.8 µM; hit rate 1.1% among 370,000; AID 652010;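 active = inhibition above the mean over all tested compounds plus 3 SD, cut at about 3.6% in these data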;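 note: 0% = DAX-1 cells with DMSO and 100% = cells lacking DAX-1 with DMSO; higher inhibition means more luminescence from relief of DAX-1 repression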
DAX1 inh-2 – NR0B1 (DAX1) inhibition; HEK293 Gal4-DAX1 luciferase reporter, luminescence; AID 504766; inhibition, % at 6.75 µM; P51843; hit rate 0.99% among 340,000;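 active = inhibition above the mean over all tested compounds plus 3 SD, cut at about 4.2% in these data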;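 note: 0% = DAX1-transfected cells with DMSO and 100% = empty-vector control cells with DMSO; inhibition shows as a rise in luminescence from relieved DAX1 repression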
ssDAF-12 act – activators of S. stercoralis DAF-12 nuclear receptor. HEK293 ssDAF-12/GRIP1 lit1-tk-luc reporter, luminescence; % of 3 µM dafachronic acid response. activation, % at 6.8 µM. hit rate 1% among 370,000. AID 652126;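 active = activation above the mean over all tested compounds plus 3 SD, cut at about 0.9% in these data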;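 note: 0% = DMSO-only wells and 100% = 3 µM delta7-dafachronic acid wells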
Numbers without * were called inactive; i = inactive; / = no result given.

nr	structure	hgDAF12 agonist	GAA850 FXN act	PG9 Ab binder	ADAM10 inh	NPR1 activator	hcDAF12 agonist	ADAM17 inh	SMARCA2 activ	DAX1 inh-1	DAX1 inh-2	ssDAF-12 act
1	O=C(Nc1ccccc1)Nc1c(-c2ccccc2)nc2ncccn12	-3.5	/	/	-302	4	-1.2	-82	1	-0.6	/	-0.9
2	Cc1nn(Cc2ccc(C(=O)NC(C)(C)C)o2)c(C)c1Br	-4.0	-1.5	-0.8	5	2	-4.7	8	-4	-1.8	-3.2	-2.2
3	COc1ccc(C(=O)/C=C2/C(=O)Nc3ccccc32)cc1OC	3.1	4.1	-0.4	-6	1	4.9	-3	-1	-0.3	0.7	-0.1
4	C=CCc1ccc(OCCOc2cccc3cccnc23)c(OC)c1	-1.9	2.1	-0.1	-4	-13	-0.9	-1	-2	-0.8	-0.9	-1.8
5	CCn1c(SCC(=O)Nc2cccc(F)c2)nnc1-c1cc2cc(Br)ccc2o1	0.2	-0.3	24*	7	3	-2.0	-1	2	-0.2	0.0	-0.9
6	COC(=O)c1cccc(NS(=O)(=O)c2cccs2)c1C	-0.2	2.6	0.3	6	0	-1.2	2	4	0.2	0.4	-1.2
7	Cn1nccc1C(=O)N1CCc2ccccc21	4.1	0.5	1.4	7	-1	0.5	-3	-7	0.3	0.7	-0.6
8	CN(C)c1nc(-c2ccccc2)c2cc(Cl)ccc2n1	-1.6	5.1	-1.5	-8	-4	-1.3	-6	0	0.0	0.0	-1.0
9	COc1cc2c(cc1OC)CN(CC(=O)NC(=O)NC1CCCCC1)CC2	-0.4	-0.1	-0.6	-30	3	-0.1	-12	0	-0.3	0.6	-2.0
10	O=C(Cn1nc(-c2ccccc2)ccc1=O)Nc1ccc(N2CCN(C(=O)c3cccs3)CC2)cc1	-4.3	-1.3	-0.7	8	-3	-2.5	5	-1	-1.8	-2.1	-2.1
11	COc1ccc(-c2[nH]ncc2CN2CCC(c3ccncc3)CC2)cc1F	-1.4	0.9	1.6	6	-1	-1.2	-1	-2	0.0	-0.4	-1.1
12	COc1ccc(-n2c(=O)c3ccccc3c3ccccc3c2=O)c(OC)c1	1.8	-0.1	-0.9	-1	-26	0.2	-3	-3	-0.4	0.7	-1.8
13	N=c1c2ccccc2nnn1-c1cccc(C(F)(F)F)c1	0.5	0.3	-1.9	5	2	-2.2	-2	1	-1.0	-0.8	-1.4
14	O=C(CCNC(=O)c1ccco1)NCCc1c[nH]c2ccccc12	1.8	-0.2	-0.6	-14	-1	3.7	-2	0	-0.3	0.9	0.0
15	COc1cccc(NC(=O)CSc2nc3ccccc3c(=O)n2Cc2cccs2)c1	0.9	-1.5	-2.3	5	1	-0.6	0	8.9*	-0.4	0.4	-1.5
16	CCN(CCS(=O)(=O)c1ccc(Cl)cc1)C(=O)Nc1ccccc1	0.1	1.0	2.5	4	4	-2.0	-4	-2	-0.2	/	-2.0
17	C[C@H](NC(=O)c1nc[nH]c1C(=O)N[C@H](C)c1ccccc1)C(=O)OC(C)(C)C	-2.9	1.4	-2.6	10	-2	-2.1	4	0	-0.5	-1.1	-0.9
18	COc1ccc(NC(=O)CN(C)C(=O)c2cccnc2Sc2ccc(C)c(C)c2)cc1	0.7	-0.5	0.6	-2	2	0.9	-1	-3	0.7	-1.7	-1.1
19	CCCc1cc(-c2n[nH]c(=S)n2CC(C)C)cs1	-3.0	1.3	0.7	13	-2	-1.7	-6	0	-0.3	-0.2	-1.1
20	CCc1ccc(NC(=O)C(C)OC(=O)C2CCC(=O)N2)cc1 (configuration not stated)	0.9	1.8	-1.7	0	1	-1.6	0	0	0.5	0.0	-1.1
21	Cc1c(Cc2ccc3c(c2)OCO3)sc(NC(=O)c2cccc3ccccc23)c1C(N)=O	-3.2	-0.8	0.8	-5	17	-1.2	2	0	0.3	-1.0	-1.3
22	CCC(C(=O)N1CC2(C)CC1CC(C)(C)C2)N1C(=O)c2ccccc2C1=O (configuration not stated)	-1.8	-0.8	-0.8	1	0	-0.8	-4	-1	-0.2	-0.6	-0.9
23	C=CC[n+]1c(-c2ccc(C)cc2)csc1Nc1c(C)n(C)n(-c2ccccc2)c1=O	-3.5	-0.9	-1.8	-1	1	-1.2	-4	-4	-1.8	-1.1	-0.5
24	COc1ccc(N(CC(=O)NCc2ccc(Cl)cc2)S(=O)(=O)c2c(C)noc2C)cc1	0.5	-1.7	-0.7	5	-7	0.7	-3	-1	0.1	-0.3	-0.8
25	NC(=O)c1ccsc1NC(=O)COC(=O)c1ccccc1NCc1ccco1	0.0	2.4	1.9	i	2	-1.0	-188	1	-0.3	0.6	-1.3
26	Cc1nc(N)sc1C(=O)OCC(C)C	1.9	4.4	3.2	1	0	0.5	2	-2	0.1	1.1	-1.3
27	CC(=O)Nc1sc(C)c(C)c1C(=O)OCC(=O)N(CCC#N)c1cc(C)cc(C)c1	0.0	-1.3	2.1	7	-3	-1.5	-1	-2	-1.7	-0.7	-1.3
28	O=C(Nc1ccc(C(O)(C(F)(F)F)C(F)(F)F)cc1)c1ccc(F)cc1F	8.3	/	/	12	-1	-0.8	4	/	/	/	-1.4
29	CSc1ccccc1CNc1nc(NCC2CC2)nc2ccsc12	-1.8	-0.7	0.8	-11	-8	-2.4	-2	-8	-4.4	/	-2.0
30	Clc1ccc(SCc2cc(-c3ccccc3)no2)cc1	4.8	3.7	0.7	-2	/	-0.5	-2	1	0.0	0.9	-1.4
31	O=C(OCC(=O)N1CCN(C(=O)c2ccco2)CC1)c1cccc(O)c1	1.7	2.8	0.8	-11	1	0.3	-4	0	-0.6	0.3	-1.1
32	Cc1ccc(NC(=O)N2CCCN(Cc3ccc(F)cc3)C2)cc1C	-0.6	0.6	0.7	-7	-1	0.4	-5	0	-0.3	1.1	-1.9
33	CC(=O)NCCNc1nc(NCc2cccs2)nc2ccsc12	0.7	-1.0	-0.5	-15	-4	0.5	-3	-2	-1.3	/	-1.5
34	COc1ccc(N=C2C(=O)N3CCCc4cccc2c43)cc1	-1.1	-1.7	-3.2	4	-2	-0.1	0	-2	0.1	-1.0	-0.4
35	Cn1c(=O)c2sccc2n2c(CCCC(=O)NCCc3ccccc3)nnc12	-1.9	-0.7	1.1	-1	0	-2.2	-4	-2	0.4	-0.6	-0.9
36	COc1ccc(C(=O)NC(=S)Nc2ccc3c4c(cccc24)CC3)cc1OC	-0.4	0.5	-3.1	-8	-2	-2.0	-1	-3	0.0	-0.6	-1.1
37	CCOC(=O)C(CC)(CC)C(=O)/C=C/c1ccc(OC)cc1	-0.8	2.2	-1.7	-18	1	-0.7	-2	-3	-0.3	0.3	-1.1
38	CCOc1ccccc1NC(=O)CC1SC(=N)N(c2ccccc2)C1=O (configuration not stated)	0.2	/	-0.2	8	-6	-1.2	1	5	-0.9	/	-2.2
39	Cn1cc(Br)c(C(=O)Nc2sc3c(c2C(N)=O)CCCC3)n1	6.2	5.0	0.2	-11	-1	-1.1	-9	0	0.3	-0.7	-1.1
40	CCN(CCn1cccn1)Cc1nc(-c2ccc(C(=O)OC)cc2)no1	5.4	0.0	-1.3	0	2	-1.1	3	-3	-0.5	/	-1.2
41	O=C(Cc1c(F)cccc1Cl)N/N=C/c1cccs1	-0.2	1.2	-2.1	-5	3	0.0	-1	-1	0.9	0.7	-0.7
42	Cc1ccc(-n2c(SCC(=O)NCc3ccco3)nc3sc4c(c3c2=O)CC(C)(C)SC4)cc1	1.7	-0.6	16*	-68	0	0.5	-27	-2	-1.0	2.4	-1.1
43	COc1ccc(S(=O)(=O)NC(C)c2ccccc2)cc1C(=O)N1CCCCC1 (configuration not stated)	1.2	3.6	1.2	-5	0	2.1	2	-3	-1.8	0.1	-0.9
44	Cc1ccc2nc(C)c(C(=O)O)cc2c1	0.4	1.8	-0.2	3	2	3.9	-4	3	-0.1	0.2	-0.4
45	Cc1nn(Cc2ccc(Cl)cc2)c(C)c1NC(=O)Cn1nc([N+](=O)[O-])c(Cl)c1C	2.4	0.8	-0.1	0	-4	1.0	-3	0	-0.1	0.5	0.0
46	Cc1cnn(CCC(=O)NNC(=S)NCC(C)C)c1	-1.9	0.5	0.9	0	1	-1.9	-3	0	-0.3	-0.8	-1.3
47	Cc1cc(C(=O)N2CCN(c3ncccn3)CC2)c(C)o1	0.3	0.5	-2.7	0	-3	-0.7	-2	4	-0.1	0.4	-1.4
48	C#CCSc1nnc(-c2ccc([N+](=O)[O-])cc2)o1	12*	0.5	0.0	3	0	0.2	1	3	2.1	-1.4	-1.2
49	Cn1cccc1/C=N/n1cnnc1	1.4	1.1	-0.2	9	-2	0.4	0	-1	0.3	1.2	-1.1
50	COc1cccc(NC(=O)N(C)C[C@@H]2OCc3cnnn3CCCC(=O)N([C@@H](C)CO)C[C@H]2C)c1	1.0	0.2	0.5	-4	-2	-1.3	-1	-2	0.9	1.7	-1.0
51	CCC(=NC(CC)CO)C1=C(O)CC(C)(C)CC1=O (configuration not stated)	-2.7	0.1	1.4	-2	0	1.0	-5	-5	-0.3	-0.4	-1.8
52	COC(=O)c1c(-c2ccc3ccccc3c2)csc1NC(=O)Cc1ccc(OC)c(OC)c1	-5.1	-2.4	-0.9	3	-1	-3.3	1	-3	-2.1	-2.7	-2.2
53	CC(C)NS(=O)(=O)c1ccc2c(c1)oc(=O)n2C	1.6	-1.1	-0.2	-12	4	2.8	0	-2	-0.1	0.1	-0.2
54	COc1ccc(S(=O)(=O)N(C)C)cc1NC(=O)CN1CCN(C(=O)C2CC2)CC1	0.2	0.5	-0.8	-5	-1	-0.1	-8	-1	0.6	-0.3	-0.9
55	N/C(CC(=O)NC1CCCCC1)=N\OCC(=O)Nc1ccc(Cl)c(Cl)c1	-4.6	2.2	1.6	-5	-6	0.1	-5	-3	-0.9	0.0	-1.8
56	NC(=O)c1cc2ccncc2c2ccccc12	11*	-9.4	-2.3	-10	3	-3.0	-9	-3	-0.5	-0.1	-2.0

Continued.
nr	structure	hgDAF12 agonist	GAA850 FXN act	PG9 Ab binder	ADAM10 inh	NPR1 activator	hcDAF12 agonist	ADAM17 inh	SMARCA2 activ	DAX1 inh-1	DAX1 inh-2	ssDAF-12 act
57	CC(Oc1ccc2c3c(c(=O)oc2c1)CCC3)C(=O)NCc1cccnc1 (configuration not stated)	0.0	0.7	0.9	-79	-13	-2.4	-33	-4	-0.5	0.7	-0.2
58	Cc1cc(Cl)ccc1OC(C)C(=O)NNC(=O)C1CCCCC1C(=O)O (configuration not stated)	-1.3	2.0	-0.8	-8	4	-2.3	-2	-4	-0.5	-0.2	-1.1
59	C[C@H](NC(=O)C1CCN(S(=O)(=O)c2ccccc2)CC1)C(=O)NCc1ccccc1	-0.2	-1.2	2.7	1	3	0.7	-1	-2	0.0	-0.6	-1.0
60	Cn1nc(/C=C/c2ccccc2)ccc1=O	7.3	2.3	-3.7	-125	-3	-0.3	-44	8.9*	0.2	-0.2	-1.5
61	COc1cccc(CNC(=O)[C@H]2CCCN2C(=O)[C@H]2CCCN2C(=O)c2ccccc2)c1	-1.2	/	-0.3	3	5	-1.2	1	0	0.6	/	-0.8
62	COc1ccc(CN2CCN(C(=O)CCC(=O)Nc3nnc(C(F)(F)F)s3)CC2)cc1F	2.6	-0.7	-0.1	6	-2	-1.2	0	2	-1.5	-0.5	-1.7

Screens deposited in PubChem BioAssay by several laboratories.

Not a hit list; 6.8% or so of the library scored in one or more.
